influenza NS1A – NS1A inhibition, H1N1 influenza, cell based functional assay (AID 504329). 340,000 tested, 0.3% active. NS1A functional cell-based assay, percent inhibition; higher % means a stronger effect. inhibition, % at 12.5 µM; hits with a dose series show IC50 in µM; in the data active = a potency from the dose series; inconclusive = inhibition above about 27% without an active follow-up result; note: strong numbers were not always called active
tuberculosis growth – growth inhibition of non-replicating M. tuberculosis (AID 488890) | 320,000 tested, 0.39% active | inhibition, % at 25 µM, or IC50 in µM where a hit was titrated | Mycobacterium tuberculosis non-replicating, growth inhibition; higher % means a stronger effect; in the data active = a potency from the dose series; inconclusive = inhibition mostly from about 82% at the one dose, without a potency; inactive = the rest, 99 in 100 with inhibition below about 76%;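 note: plate controls were DMSO cells for no effect and high antibiotic wells for full effect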
H37Rv inhibition – M. tuberculosis growth inhibition, HTS (AID 449762); M. tuberculosis H37Rv growth inhibition, 7H9 media; higher % means a stronger effect; inhibition, % at 25 µM; hits with a dose series show IC50 in µM; 330,000 tested, 0.59% active; in the data active = a potency from the dose series; inconclusive = inhibition above about 70% without an active follow-up result;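 note: bacterial growth assessed after seven days of incubation; strong numbers were not always called active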
Salmonella PhoP GFP – PhoP regulon inhibitors, Salmonella typhi PhoP promoter GFP reporter, confirmatory (AID 1850); Salmonella Typhi PhoP-promoter GFP reporter, fluorescence, 4 h; higher % means a stronger effect; inhibition, % at 50 µM; hits with a dose series show IC50 in µM; 310,000 tested, 0.33% active; in the data active = a potency from the dose series; inconclusive = inhibition mostly from about 25% at the one dose, without a potency; inactive = the rest, 99 in 100 with inhibition below about 19%;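 note: 0% = induced wells with vehicle and 100% = uninduced wells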
inhibitors of VEEV – inhibitors of VEEV TC-83 cytopathic effect, confirmation, Vero cells (AID 588727); inhibition, % at 20 µM, or IC50 in µM where a hit was titrated; 350,000 tested, 0.13% active; Vero cells, VEEV TC-83 cytopathic effect inhibition; higher % means a stronger effect; in the data active = a potency from the dose series; inconclusive = inhibition mostly from about 14% at the one dose, without a potency; inactive = the rest, 99 in 100 with inhibition below about 12%; note: strong numbers were not always called active
inhibitors of VEEV 10K pilot screen – further read-out of inhibitors of VEEV, marked with its call; inhibition, %; measured here: 10K pilot screen inhibition
The depositor's hits bear a star; i = inactive; ? = inconclusive; . = no result given.

SMILES	influenza NS1A	tuberculosis growth	H37Rv inhibition	Salmonella PhoP GFP	inhibitors of VEEV	others
C[C@@H]1CN([C@@H](C)CO)C(=O)c2cc(NS(C)(=O)=O)ccc2O[C@H]1CN(C)Cc1ccc(Oc2ccccc2)cc1	11%	12%	0%	.	1.5%
COc1ccc(C2CCCN2C(=S)Nc2ccc(C)cc2C)cc1OC (stereo not given)	-4%	30%	4%	-78%	i
CC(C)c1ccc(S(=O)(=O)N2CCN(C(=O)c3ccc(N4CCCC4)c([N+](=O)[O-])c3)CC2)cc1	6%	52%	70%	19%	4.1%
CC(C)C1N(C(=O)N2CCOCC2)CCN1S(=O)(=O)c1ccccc1 (stereo not given)	6%	-11%	-2%	1%	1.8%
COc1ccc(NC(=O)COC(=O)c2ccc(S(=O)(=O)N(C)c3ccccc3OC)cc2)cc1	3%	.	.	.	i
Cc1onc(-c2ccccc2)c1C(=O)NCc1ccccc1F	3%	-4%	-1%	-3%	1.8%
CCCc1c(C)nc(SCC(=O)C(C)(C)C)nc1OC(=O)N(C)C	-18%	-3%	0%	1%	i
C#CCn1c(=NC(=O)CN2C(=O)CCC2=O)sc2cc(S(N)(=O)=O)ccc21	27%	-5%	-3%	-5%	i
C/C=C/c1ccc(OCC(=O)OCc2csc(Nc3ccc(C)cc3)n2)c(OC)c1	8%	?	?	-11%	0.8%
CC(C)c1ccc2[nH]c(O)c(N=NC(=O)c3cccc(S(=O)(=O)Nc4ccc(Cl)cc4)c3)c2c1	1%	10%	4%	6%	2.8%
CC[C@]12c3[nH]c4cc(-c5ccco5)ccc4c3CCN1C(=O)[C@@H](CC(=O)NC(C)(C)C)C[C@@H]2C(=O)N1CCN(C(=O)c2ccco2)CC1	0%	.	.	.	i
COc1ccc(CCN(C)C(=O)c2cc(S(=O)(=O)N3CCCCC3)ccc2Cl)cc1OC	-6%	24%	-2%	1%	3.7%
C=CCNC(=O)C1CCCN(S(=O)(=O)c2ccc(-n3cnnn3)cc2)C1 (stereo not given)	6%	2%	-9%	10%	i
COc1ccc(C(=O)N2CCC(C(=O)Nc3ccccc3OC)CC2)cc1	1%	-12%	-5%	-14%	2.8%
CCCN1CCC(=O)N([C@H](CSc2ccc(OC)cc2)Cc2ccccc2)CC1	5%	45%	0%	-2%	i
Cc1ccc(CN2CCN(Cc3ccccn3)CC2CCO)cc1 (stereo not given)	-4%	37%	1%	11%	i	inhibitors of VEEV 10K pilot screen=0.1
Cc1cccc(C)c1NC(=O)COC(=O)c1ccccc1[N+](=O)[O-]	-2%	-6%	-5%	-2%	0.5%
COc1ccc(-c2cc(C(=O)Nc3cc(C)n(Cc4ccc(Cl)cc4)n3)no2)cc1OC	-5%	-3%	5%	-18%	8.9%
Cc1c(N=c2c(=O)c3ccccc3c2=O)c(=O)n(-c2ccccc2)n1C	.	-4%	2%	-10%	.
Cc1ccc(NP(=O)(c2ccc(N(C)C)cc2NC(=O)c2cccs2)N2CCOCC2)cc1Cl (stereo not given)	2%	43%	-8%	-13%	i
CC1(OC(=O)c2ccc(Cl)nc2)C(=O)C=C2C=C(C3CC3)OC=C2C1=O (stereo not given)	.	10%	3%	-9%	.
CC(C)N(Cc1ccccc1)C(=O)CCS(=O)(=O)c1ccc2c(c1)oc(=O)n2C	-1%	4%	0%	-2%	0.1%
CCOC(=O)c1[nH]c(C)c(C(=O)NCC2CCCO2)c1C (stereo not given)	-6%	-11%	3%	14%	2.4%
COc1ccc(C(=O)C2CCCN(C(=O)c3cnsn3)C2)c(C)c1 (stereo not given)	3%	17%	-5%	15%	i
CCC(CC)n1[nH]c(=O)c2c(C)cc(C)nc21	-1%	.	-10%	-4%	0.3%

Reprinted from the part before: 2 entries, then new ones.
SMILES	influenza NS1A	tuberculosis growth	H37Rv inhibition	Salmonella PhoP GFP	inhibitors of VEEV	others
COc1ccc(C(=O)C2CCCN(C(=O)c3cnsn3)C2)c(C)c1 (stereo not given)	3%	17%	-5%	15%	i
CCC(CC)n1[nH]c(=O)c2c(C)cc(C)nc21	-1%	.	-10%	-4%	0.3%
O=C(Oc1ccc2ccc(O)cc2c1)C1CCCCC1	.	30%	?	7%	0.8%
CSc1cccc(CN2CCN(Cc3ccc(F)c(F)c3)C(CCO)C2)c1 (stereo not given)	1%	21%	21%	1%	0.1%
C=C1CC2(OC1=O)c1ccccc1CCc1ccccc12	-20%	.	.	.	i
COc1cccc(NC(=O)NCc2ccc(F)cc2)c1	-5%	-12%	-2%	-6%	0.1%
O=C(/C=C/c1ccccc1)c1cc(Br)ccc(=O)c1O	16%	?	?	25µM*	?
COC(=O)C(NS(=O)(=O)c1ccc(F)cc1)c1ccccc1 (stereo not given)	-16%	-1%	9%	-8%	i
COc1ccc(S(=O)(=O)N2CCC(C(=O)NCCc3ccccc3)CC2)cc1OC	9%	3%	-2%	6%	1.8%
Cc1sc2nc(SCC(=O)OC(C)C)n(C)c(=O)c2c1C	6%	.	.	.	0.6%
CCn1nnnc1SCC(=O)Nc1ccc2c(c1)OCCO2	-10%	11%	2%	-5%	0.5%
Cc1ccccc1NC(=O)CCS(=O)(=O)c1cccc2nonc12	7%	23%	9%	-26%	i
O=C(OCCN1C(=O)c2ccccc2C1=O)c1cnccn1	-3%	-10%	-6%	-2%	i
COc1ccc(CC(=O)Nc2ccc(S(=O)(=O)Nc3ncccn3)cc2)cc1	6%	25%	-1%	-1%	1.6%
C[C@H](CO)N1C[C@H](C)[C@@H](CN(C)C(=O)Nc2ccc(C(F)(F)F)cc2)Oc2ccc(NC(=O)C3CC3)cc2C1=O	15%	16%	3%	.	1.6%
O=C1CCN(C(=O)c2cccs2)c2ccccc21	-4%	-4%	2%	-11%	1.9%
C=Cn1c(C(=O)O)cc(CC)c1-c1ccccc1	-16%	5%	-19%	-13%	i
CCOC(=O)c1c(NC(=O)Cn2ccsc2=N)sc(C)c1C	-2%	11%	9%	15%	i
Cc1cccc(NC(=O)CSc2nnc([C@@H]3CCCN3C(=O)OC(C)(C)C)o2)c1C	-1%	-1%	-4%	9%	0.7%
COc1ccc(CN2CCCC(C(=O)N3CCCCC3)C2)c(OC)c1 (stereo not given)	-7%	4%	-7%	2%	i
Cc1cccc(-c2nnc(SCCC(=O)N3CCOCC3)o2)c1	1%	?	46%	-15%	0.9%
CC(=O)N(C)c1nnc(-c2cnccn2)s1	1%	-9%	2%	3%	0.7%
O=C(COC(=O)Cn1cnc2ccccc2c1=O)NCC12CC3CC(CC(C3)C1)C2	0%	-6%	-10%	-2%	1.0%
CCOC(=O)c1sc2nc(C)n(N)c(=O)c2c1C	6%	-2%	0%	13%	0.7%
CC(C)c1ccccc1NC(=S)NCCCn1ccnc1	1%	4%	4%	-46%	0.9%
CC(C)CN1CCC(CNC(=O)CCc2nnc(Cc3c[nH]c4ccccc34)o2)CC1	-5%	2%	5%	-4%	0.3%
CSc1ccccc1C(=O)Nc1cccc(C)c1	4%	10%	6%	-13%	i

Fetched by compound from above, 6 records:
SMILES	influenza NS1A	tuberculosis growth	H37Rv inhibition	Salmonella PhoP GFP	inhibitors of VEEV	others
C=C1CC2(OC1=O)c1ccccc1CCc1ccccc12	-20%	.	.	.	i
Cc1sc2nc(SCC(=O)OC(C)C)n(C)c(=O)c2c1C	6%	.	.	.	0.6%
COc1ccc(S(=O)(=O)N2CCC(C(=O)NCCc3ccccc3)CC2)cc1OC	9%	3%	-2%	6%	1.8%
CC(C)CN1CCC(CNC(=O)CCc2nnc(Cc3c[nH]c4ccccc34)o2)CC1	-5%	2%	5%	-4%	0.3%
CC(=O)N(C)c1nnc(-c2cnccn2)s1	1%	-9%	2%	3%	0.7%
COc1cccc(NC(=O)NCc2ccc(F)cc2)c1	-5%	-12%	-2%	-6%	0.1%

(cont.)
SMILES	influenza NS1A	tuberculosis growth	H37Rv inhibition	Salmonella PhoP GFP	inhibitors of VEEV	others
COc1cc(Cl)c(S(=O)(=O)NCCN2CCOCC2)cc1Cl	7%	-3%	7%	-4%	i
COc1cc(Cl)ccc1NC(=S)N(CCCN1CCOCC1)Cc1cn(C)c2ccccc12	5%	15%	-5%	-14%	i
CC(=O)N1CCc2cc(S(=O)(=O)NCCC(=O)NCCc3ccc(Cl)cc3)ccc21	-5%	2%	11%	7%	3.9%
Cc1ccc(-c2nnc(Nc3ccc(OCC(N)=O)cc3)c3ccccc23)cc1S(N)(=O)=O	2%	-4%	1%	2%	3.2%
O=C(Nc1ccc(O)c(C(=O)O)c1)Oc1ccccc1	3%	-2%	17%	3%	i
O=C(NCCc1ccc(Cl)cc1)C1CCN(S(=O)(=O)N2CCC3(CC2)OCCO3)CC1	-8%	8%	-10%	-1%	0.3%
CCCCN(CCCC)C1=Nc2ccccc2N/C1=C(/C#N)C(=O)OCC	3%	15%	5%	6%	4.0%
COc1cc2c(cc1OC)CN(C(=S)NC(=O)c1ccccc1)CC2	-10%	12%	2%	10%	2.8%
CC(C)(O)C#Cc1ccc(CN2CCN(C3CCCCC3)C(CCO)C2)cc1 (stereo not given)	-13%	12%	3%	9%	i
CC(C)(C(N)=O)c1ccccc1	-23%	-11%	-6%	-7%	i
Cc1c(NC(=O)Nc2ccccc2[N+](=O)[O-])c(=O)n(-c2ccccc2)n1C	-8%	-11%	-1%	-8%	0.5%
O=C(c1noc2c1CCc1ccccc1-2)N1CCCc2ccccc21	20%	51%	3%	-7%	0.7%
Cc1cccc(COCC(CC(C)C)N2CCN(C(=O)c3ccc(C(C)(C)C)cc3)CCC2=O)c1 (stereo not given)	4%	22%	12%	-2%	2.1%
Cc1cc(COc2ccccc2OCc2cc(C)no2)on1	-4%	3%	-4%	5%	i
COC(=O)N1N=C(c2ccc(Br)cc2)CC1(O)C(F)(F)F (stereo not given)	-1%	-17%	-6%	3%	0.9%
COC(=O)CCC(C)N1CCC(Oc2ccc(C(=O)NCc3ccccn3)cc2)CC1 (stereo not given)	-1%	.	.	.	2.8%
CCOC(=O)N1CCN(c2ccc(C(=O)c3ccccc3)cc2F)CC1	9%	40%	55%	3%	2.4%
Cc1c(C(=O)OC2CCCCC2)sc2nc[nH]c(=O)c12	28%	18%	-9%	-11%	i
CC1(c2ccccc2)NC(=O)N(CCOc2ccccc2)C1=O (stereo not given)	3%	-5%	-5%	9%	4.1%
O=C(N/N=C/c1ccccn1)c1cccnc1	8%	62%	5%	14%	1.7%
Nc1ccc(C(=O)N/N=C/c2cn(Cc3ccccc3)c3ccccc23)cc1	8%	-12%	1%	0%	5.5%
Nc1nc(-c2ccc([N+](=O)[O-])cc2)cs1	-4%	2%	1%	4%	0.3%
COCc1c(C(=O)N2CCN(c3ncccn3)CC2)oc2ccccc12	-13%	5%	0%	.	i
CCOC(=O)c1oc2nc(CC(C)C)c3c(c2c1N)CCCC3	-7%	27%	11%	-18%	5.7%
O=C(NCc1ccc2c(c1)OCO2)c1ccc(CSCc2cccc(Cl)c2)o1	-4%	65%	3%	-2%	2.9%
SMILES	influenza NS1A	tuberculosis growth	H37Rv inhibition	Salmonella PhoP GFP	inhibitors of VEEV	others
CCSc1nc2ccccc2n1CC(=O)N1CCOCC1	-1%	-11%	4%	-8%	0.0%
O=C(Cc1ccccc1)N1CCN(Cc2cccc(Br)c2)CC1	4%	10%	7%	-2%	5.9%
COc1ccc(C(=O)NCc2c(C)nn(Cc3ccccc3)c2C)cc1S(=O)(=O)N1CCOCC1	-5%	22%	-12%	.	0.3%
O=C(CC1SC(N2CCOCC2)=NC1=O)Nc1ccc(F)cc1 (stereo not given)	-2%	3%	-5%	.	11%
Cc1ccccc1-c1cc(C(=O)NCC2CC2)nn1CC1CC(c2cccc([N+](=O)[O-])c2)=NO1 (stereo not given)	-30%	38%	?	.	0.9%	inhibitors of VEEV 10K pilot screen=5.1
COC(=O)c1sccc1NC(=O)Nc1cc(C)ccc1C	-1%	-4%	-2%	-5%	i
Cc1ccc(S(=O)(=O)N2CCN(c3cnn(C)c(=O)c3Cl)CC2)cc1	-2%	-9%	-6%	-7%	0.3%
CCOc1ccc2nc(NC(=O)C3=NN(c4ccccc4)C(=O)CC3)sc2c1	0%	22%	66%	-2%	4.2%
Cc1cc(/C=C\c2nc(O)c([N+](=O)[O-])c(=O)[nH]2)c(C)n1-c1ccccc1	8%	22%	70%	-1%	3.1%
CCSC1(SCC)N=C(N)C2(C#N)C(c3ccccc3)NC(C)=C(C)C12C#N (stereo not given)	-14%	.	.	.	1.4%
CC(Sc1nnc(CN2CCCC2)n1Cc1ccccc1)C(=O)Nc1ccc(F)cc1Cl (stereo not given)	2%	.	.	.	12%

Screens from PubChem BioAssay.

Not a hit list; overall some 1.5% were active at least once.
